Pf growth 96h: P. falciparum growth inhibition at 96 hours; 6.9% of 320,000 active; Potency, µM (top dose mostly 28.7 µM), without a hit: at the highest dose activity change, negative = inhibition, actives largely listed as inhibitors; P. falciparum luciferase reporter growth, 96 h; also: potency is read from the fitted curve at half-maximal effect; % is scaled to controls: 0 for no effect and ±100 for the full control effect
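Erythrocytes infected with luciferase-expressing P. falciparum were dispensed at 2% hematocrit and 0.05% parasitemia (final), then incubated with compounds 96 hours at 37 C in 5% CO2. Luminescence after detection reagent addition reported growth.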
LmPK inhibitor: inhibitors of Leishmania mexicana pyruvate kinase; Potency, µM (titrated, usually from 57.5 µM), for the others: at the highest dose activity change, negative = inhibition, hits mostly inhibitors; purified LmPK, Kinase-Glo ATP luminescence, 1 h; AID 1721; 0.37% of 290,000 active; Q27686; also: potency is read from the fitted curve at half-maximal effect; % is scaled to controls: 0 for no effect and ±100 for the full control effect
Target sequence (Q27686 whole entry, looked up): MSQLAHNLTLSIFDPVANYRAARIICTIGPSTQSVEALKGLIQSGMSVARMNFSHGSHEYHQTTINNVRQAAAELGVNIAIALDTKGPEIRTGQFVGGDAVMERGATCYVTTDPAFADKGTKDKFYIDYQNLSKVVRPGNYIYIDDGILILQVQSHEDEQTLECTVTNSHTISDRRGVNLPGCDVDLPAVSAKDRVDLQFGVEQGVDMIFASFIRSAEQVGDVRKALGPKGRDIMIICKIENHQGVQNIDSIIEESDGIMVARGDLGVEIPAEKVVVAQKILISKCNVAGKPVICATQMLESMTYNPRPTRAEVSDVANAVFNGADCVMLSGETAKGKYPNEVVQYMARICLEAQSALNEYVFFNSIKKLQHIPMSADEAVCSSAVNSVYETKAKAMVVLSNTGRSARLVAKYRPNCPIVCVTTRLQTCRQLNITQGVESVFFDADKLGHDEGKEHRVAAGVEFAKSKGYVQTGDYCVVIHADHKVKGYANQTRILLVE
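0.1 nM LmPK, 0.5 mM PEP, 0.1 mM ADP; 50 mM imidazole pH 7.2, 7 mM MgCl2, 50 mM KCl; 1 h RT. Kinase-Glo luminescence readout, normalized to no-enzyme (full inhibition) and uninhibited wells.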
Pf growth 48h: P. falciparum growth inhibition at 48 hours (one generation); 5.9% of 310,000 active; Potency, µM (top dose mostly 28.7 µM), without a hit: top-dose activity change, negative = inhibition, hits mostly inhibitors; P. falciparum luciferase growth in erythrocytes, 48 h; also: potency is read from the fitted curve at half-maximal effect; % is scaled to controls: 0 for no effect and ±100 for the full control effect
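Luciferase-expressing parasites in RBCs, 2% Hct / 0.1% parasitemia final; RPMI 1640 + 0.5% Albumax; 37 C, 5% CO2, one generation; luminescence read-out, lower signal = inhibition.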
Tb PYK inh: inhibitors of Trypanosoma brucei pyruvate kinase | Q57TT1 | TbPYK enzyme, Kinase-Glo Plus ATP luminescence, 45 min | Potency, µM (top dose mostly 76.8 µM), without a hit: at the highest dose activity, negative = inhibition, usual class: inhibitors | 0.12% of 410,000 active; also: potency is read from the fitted curve at half-maximal effect; % is scaled to controls: 0 for no effect and ±100 for the full control effect; nearly all actives have a fitted effect of over 50% in size
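In this concentration-response screen, enzyme-free wells defined baseline while DMSO plates tracked drift. Each reaction combined TbPYK, substrate, compound and 130 uM ADP for 45 min at room temperature. Kinase-Glo Plus luminescence gave the signal.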
AmpC inh no detg: AmpC beta-lactamase inhibition without detergent; AmpC nitrocefin hydrolysis, absorbance 480 nm, 0.0001% Triton; Potency, µM (highest dose often 57.1 µM), inactives show at the highest dose activity change, negative = inhibition, usual class: inhibitors; 0.52% of 330,000 active; AID 485341;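 also: potency is read from the fitted curve at half-maximal effect; plate controls were no compound for no effect and no enzyme for full effect; nearly all actives have a fitted effect of over 20% in size; some results filed as inactive show a strong effect at the top dose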
Target sequence (P00811 whole entry, looked up): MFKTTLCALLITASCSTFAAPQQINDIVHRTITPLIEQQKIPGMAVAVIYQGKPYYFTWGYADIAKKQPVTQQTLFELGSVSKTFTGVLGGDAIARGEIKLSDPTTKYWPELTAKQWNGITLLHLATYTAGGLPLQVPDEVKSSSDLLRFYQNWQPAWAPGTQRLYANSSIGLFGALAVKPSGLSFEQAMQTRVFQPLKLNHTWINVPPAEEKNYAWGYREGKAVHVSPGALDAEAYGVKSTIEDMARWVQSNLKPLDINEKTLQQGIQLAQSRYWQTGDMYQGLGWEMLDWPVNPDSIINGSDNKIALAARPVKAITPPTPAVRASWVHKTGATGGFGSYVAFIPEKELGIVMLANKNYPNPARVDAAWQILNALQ
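20 mM phosphate pH 7.0 + 0.01% (detergent screen) or 0.0001% Triton X-100; 5.3 nM AmpC reagent; cpd preinc 15 min RT; nitrocefin (800 uM stock) to start; A480 q20 s × 4 min; Activity was normalised to no-enzyme and no-compound control wells.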
Shiga toxin inh: blocks Shiga toxin action in Vero cells | 9.2% of 290,000 active | inhibition, % at 38.7 µM | Vero cells, Shiga toxin protein synthesis inhibition reporter; in the data active = inhibition mostly above about 28%, no sharp cut-off; inactive = mostly below about 43%; also: 0% is about no effect
Cycloheximide cs: affects cycloheximide protein synthesis inhibition readout, counter-screen; cell reporter, cycloheximide protein synthesis inhibition counterscreen; max response, %; 12% of 300,000 active; in the data active = max response mostly above about 13%, no sharp cut-off; inactive = mostly below about 14%; also: read at 38.3 µM for the half of the compounds with a filed dose; 0% is about no effect
An asterisk follows results filed as active; ? = inconclusive; . = not tested or not shown; & = joins results of further samples; [ ] = remark or other dose. Unless noted, calls follow the shape of the dose curve; as a rule, active = well fitted curve in the direction sought with a large enough effect; inconclusive = small, poorly fitted or top-dose-only effect, or another doubt; inactive = no such curve, though single readings can be large; an effect the other way counts as inactive or inconclusive. Compounds as they come (roughly 22% active in at least one column).

SMILES	Pf growth 96h	LmPK inhibitor	Pf growth 48h	Tb PYK inh	AmpC inh no detg	Shiga toxin inh	Cycloheximide cs
CCC(C)NCC(=O)Nc1ccc(-c2nc3cc(NC(=O)CNC(C)CC)ccc3o2)cc1 (stereo not drawn)	-14%	-5%	?	-8%	-22%	19	-4
CCN1CCN(C(=O)CNC(=O)c2nn(-c3ccc(OC)cc3)c(=O)c3ccccc23)CC1	1.5µM*	1%	27%	0%	-9%	22	10
CN(CC1CCCN(CCc2ccc(Cl)cc2)C1)C(=O)c1ccoc1 (stereo not drawn)	?	-6%	38%[activator]	-6%	6%	9	-1
Cc1c(/C=N/NC(=O)CNc2ccccc2)c2ccccn2c1C(=O)c1ccccc1	2.9µM*	-1%	2.1µM*	-5%	-16%	-9	1
COc1ccc(-c2noc(CSc3ccccc3)n2)cc1OC	33%[activator]	7%	49%[activator]	5%	80%[activator]	67*	39*
O=C(CSC1CN(C(c2ccccc2)c2ccccc2)C1)N/N=C/c1ccc(Cl)cc1Cl	25%	-7%	-2%	0%	-23%	-3	-3
O=C(O)CCc1ccc(S(=O)(=O)Nc2ccc(OCc3ccccc3)cc2)cc1	0%	7%	38%	4%	-35%	45*	14*
CC1CC(C)CN(Cc2nc3c(c(=O)n(C)c(=O)n3C)n2CCN2CCOCC2)C1 (stereo not drawn)	-16%	4%	-21%	1%	81%[activator]	13	-3
Cc1cccn2c(=O)nc(SCC(=O)NC3CCCC3)nc12	6%	.	2%	4%	-11%	.	.
Cc1cc(C)c2c(c1)c(C)cc1nnc(SCC(=O)NCc3ccco3)n12	0%[5.75 µM]	12%	-2%	-15%	32%	-7	11
CCOC(=O)CNC(=O)CSc1nnc(-c2ccco2)n1Cc1ccco1	8.3µM*	2%	39%[activator]	?	-2%	-2	7
Cc1ccc(S(=O)(=O)NCC2(c3ccccc3)CCOCC2)cc1	35%[activator]	-9%	-1%	9%	-8%	-20	3
CCCCSC1=C(C#N)C(c2ccccc2C)C(C(=O)OCC)C(=O)N1 (stereo not drawn)	0%	2%	?	0%	16%	-16	-5
CCC(=Nc1ccccc1N)c1c(O)[nH]c(=O)[nH]c1=O	?	-9%	82%[activator]	11%	-22%	99*	52*
CCn1c(/C=C/c2c[nH]c3ccccc23)nc2ccccc2c1=O	40%[activator]	-2%	66%[activator]	2%	0%	50*	41*
O=C1CC(SC(=Nc2ccccc2)Nc2ccccc2)C(=O)N1c1cccc2ccccc12 (stereo not drawn)	?	-4%	?	-2%	-54%	-1	-2
N#CCCN(NC1=NS(=O)(=O)c2ccccc21)C(=O)c1ccccc1Br	3.3µM*	6%	15%	0%	-18%	-2	-3
COc1ccc(C(=O)C2CCCN(Cc3ccc4nonc4c3)C2)c(C)c1 (stereo not drawn)	4%	0%	-14%	5%	15%	32	-3
COc1ccc(-n2c(O)c(/C(C)=N/Nc3ccccc3)c(=O)[nH]c2=O)cc1	?	2%	-2%	-2%	-25%	1	-2
Cn1c(CNc2cccc(Cl)c2)nnc1SCC#N	-25%	-4%	-7%	1%	-16%	-11	-9
COc1ccc(NC(=O)/C(C#N)=C/c2ccc3c(c2)n(C)c(=O)n3C)cc1	17%	4%	-1%	-6%	-7%	-14	-2
Cc1cc(C(=O)CSc2nnc(-c3ccc4c(c3)OCO4)o2)c(C)n1-c1ccc(F)cc1	?	-2%	1%	-7%	-35%	25	7
Cc1ccc(C(C(=O)NC2CCCCC2)N2CCOCC2)cc1 (stereo not drawn)	10µM*	0%	16%	5%	24%	-9	2
NC(=O)c1c(NC(=O)c2cccs2)sc2c1CCCCCC2	14%	0%	58%[activator]	-7%	3%	55	30*
Cc1ccccc1C(=O)NCC(c1ccco1)N1CCc2ccccc21 (stereo not drawn)	-11%	.	?	-7%	-27%	.	.
COC(=O)CNC(=O)C1Cc2ccccc2CN1S(=O)(=O)c1ccc(F)cc1 (stereo not drawn)	-7%	2%	-11%[0.00184 µM]	-1%	7%	23	-3
CCC(CO)Nc1ncnc2c1cnn2-c1ccc(OC)cc1 (stereo not drawn)	229%[activator]	-5%	.	-1%	6%	53*	37*
COc1ccccc1Nc1nn2c(=O)c3ccc(C(=O)N4CCCC(C)C4)cc3nc2s1 (stereo not drawn)	6%	1%	8.3µM*	-23%&1%	37%	14	-5
O=C1CC(C(=O)NCCc2ccccc2)SC(=Nc2ccccc2)N1 (stereo not drawn)	2%	2%	-9%	1%	-2%	10	-1
COc1ccc2oc(=N)c(C(=O)Nc3ccccc3Cl)cc2c1	79%[activator]	0%	45%[activator]	8%	-14%	49*	39*
CC(C)c1cccc(C(C)C)c1NC(=O)CCN1C(=O)NC2(CCCC2)C1=O	-19%	.	-6%	-6%	230%[activator]	.	.
O=[N+]([O-])c1c(NCCCO)cc(N2CCCCCC2)c2nonc12	4%	3%	-35%[0.00184 µM]	6%	123%[activator]	-8	-2
Cc1ccc(-n2c(Cn3nc(C(F)F)cc3C(F)F)n[nH]c2=S)cc1	?	-27%	.	?	-9%	-7	-3
CCS(=O)(=O)N1CCC(NC(=O)C2CCCCC2)CC1	?	0%	1%	3%	-7%	-26	-2
CC(NC(=O)COC(=O)Cc1ccccc1[N+](=O)[O-])c1ccccc1 (stereo not drawn)	-4%	-4%	6%	7%	-9%	15	-3
CCN1CCN(CC(=O)N/N=C/c2ccc(F)cc2F)CC1	44%[activator]	-3%	-3%	23%	-7%	-8	1

Fetched by compound from the list above, 6 records:
SMILES	Pf growth 96h	LmPK inhibitor	Pf growth 48h	Tb PYK inh	AmpC inh no detg	Shiga toxin inh	Cycloheximide cs
CCC(CO)Nc1ncnc2c1cnn2-c1ccc(OC)cc1 (stereo not drawn)	229%[activator]	-5%	.	-1%	6%	53*	37*
Cc1ccc(-n2c(Cn3nc(C(F)F)cc3C(F)F)n[nH]c2=S)cc1	?	-27%	.	?	-9%	-7	-3
COC(=O)CNC(=O)C1Cc2ccccc2CN1S(=O)(=O)c1ccc(F)cc1 (stereo not drawn)	-7%	2%	-11%[0.00184 µM]	-1%	7%	23	-3
CCN1CCN(CC(=O)N/N=C/c2ccc(F)cc2F)CC1	44%[activator]	-3%	-3%	23%	-7%	-8	1
O=[N+]([O-])c1c(NCCCO)cc(N2CCCCCC2)c2nonc12	4%	3%	-35%[0.00184 µM]	6%	123%[activator]	-8	-2
CCS(=O)(=O)N1CCC(NC(=O)C2CCCCC2)CC1	?	0%	1%	3%	-7%	-26	-2

Carrying on:
SMILES	Pf growth 96h	LmPK inhibitor	Pf growth 48h	Tb PYK inh	AmpC inh no detg	Shiga toxin inh	Cycloheximide cs
COc1ccc(-n2c(C)cc(=O)[nH]c2=O)cc1	?	-7%	-21%	-4%	-10%	-6	-2
CC(C)(C)c1cnnn1-c1cccc([N+](=O)[O-])c1	?	-9%	7%	-1%	-10%	-10	2
O=C(N=C1SC2CS(=O)(=O)CC2N1c1ccccc1)C1CC1 (stereo not drawn)	24%	3%	9%	8%	-5%	15	11
Cc1cc(-c2nnc(SCC(=O)Nc3cccc(C)c3C)n2N)n[nH]1	?	-3%	4%	13%	-2%	5	-4
CN(CC(=O)Nc1ccc(C(N)=O)cc1)CC(=O)Nc1ccccc1Br	-11%	-4%	-9%	-5%	-17%	31	-1
Cc1ccc(C(=O)N2CCN(S(=O)(=O)c3ccc(Br)cc3)CC2)o1	?	12%	6.6µM*	-5%	5%	-6	-5
Cc1c(C)c2ccc(OCC(=O)N3CCC(C(=O)O)(c4ccccc4)CC3)c(C)c2oc1=O	-1%	0%	-1%	2%	-16%	-5	-2
CCNc1nc2c(c(=O)n(C)c(=O)n2C)n1CCCc1ccccc1	-7%	0%	6%	-20%	-22%	-6	-1
Cc1cc(Cl)ccc1NC(=S)Nc1cccnc1	39%[activator]	1%	0%	0%	-22%	-11	-5
COC(=O)c1ccccc1NC(=O)c1ccc(NS(C)(=O)=O)cc1	.	-1%	19%	9%	-7%	12	7
CC(C)CC[n+]1ccn(-c2nc3ccccc3nc2[N-]S(=O)(=O)c2ccccc2)c1	10%	1%	0%	-3%	12%	4	1
COc1cccc(Oc2coc3cc(OC(=O)N(C)C)ccc3c2=O)c1	4%	4%	.	-13%	-5%	11	14
COc1ccc(C2=Nn3c(nnc3-c3ccccc3)SC2)cc1OC	-26%	3%	.	5%	-11%	-22	-1
COc1ccc(C(=O)NC2CCCCC2)cc1OC1CCN(C(C)C)CC1	6.6µM*	-10%	?	-6%	-21%	-13	-3
O=C(O)CN1C(=O)CC(Cc2ccccc2)C1=O (stereo not drawn)	.	-2%	9%	9%	-7%	2	-3
O=C(Cc1cccs1)Nc1nnc(Cc2ccccc2)s1	-8%	6%	8%	-16%	?	10	-2
Cc1ccc2[nH]c(=O)c(NC(N)=S)nc2c1	?	2%	33%[activator]	-11%	52%[activator]	-10	-2
Cc1cccc(C(=O)N2CCN(c3ccc([N+](=O)[O-])c(NCc4ccco4)c3)CC2)c1	12µM*	-1%	?	-1%	-2%	15	1
Cc1c(C=O)c2ccccn2c1C(=O)c1cccs1	1%	4%	?	2%	-14%	-8	3
CCOC(=O)N1CCC(N2C(=O)c3ccccc3C2Nc2cc(OC)c(OC)c(OC)c2)CC1 (stereo not drawn)	?	1%	?	-3%	77%[activator]	-2	-3
CCC(c1ccc(O)cc1)C(CC)c1ccc(O)cc1 (stereo not drawn)	-1%	.	-23%	0%	-19%	.	.
Cc1nc(-c2ccc(Cl)cc2)sc1C1(C)CC(c2ccc(F)cc2)=NO1 (stereo not drawn)	44%[activator]	-1%	8%	3%	72%[activator]	47*	25*
COc1ccc2cc(C(=O)C3CCCN(C(=O)c4cccnc4)C3)ccc2c1 (stereo not drawn)	12µM*	-1%	14%	0%	137%[activator]	32	-1
CN(Cc1cccc(F)c1)C(=O)c1ccc(NS(=O)(=O)c2ccc3[nH]c(=O)[nH]c3c2)cc1	?	.	?	-3%	-39%	.	.
CCCCN1CC2=C(C1=O)C(c1ccc(O)cc1)NC(=O)N2C (stereo not drawn)	-46%	-4%	-5%	1%	-11%	-8	-5
Cc1c(F)cccc1NS(=O)(=O)c1ccc2c(c1)c(C)cc(=O)n2C	10%	7%	-3%	3%	25%	-18	4
CCOC(=O)CSCC(=O)N1CCC(Cc2ccccc2)CC1	23%	-9%	0%	2%	71%[activator]	-8	-6
O=C(CSc1nnc(-c2ccccc2)o1)OCc1ccccc1	0%	-2%	4%	-8%	-13%	-10	-1
O=[N+]([O-])c1ccccc1/C=N/n1c(-c2ccccc2)n[nH]c1=S	?	-5%	67%[activator]	?	-47%	-8	-1
COc1cccc(NC(=O)CN(C)C(=O)c2cccc(S(=O)(=O)Nc3ccccc3OC)c2)c1	?	.	13µM*	-6%	2%	.	.
O=C(O)C1C2CCC(O2)C1C(=O)Nc1ccc(F)c(F)c1 (stereo not drawn)	?	1%	5%	1%	-9%	-2	-2
Cc1noc(NS(=O)(=O)c2ccc(N/C=C\C(=O)c3ccccc3)cc2)c1C	?	-2%	32%[activator]	4%	-24%	118*	46*
O=C(c1ccc(Br)cc1)N1CCC(C(=O)N2CCN(c3ccccc3)CC2)CC1	?	-2%	?	-5%	174%[activator]	-7	-6
